# High-throughput results: PubChem, National Center for Advancing Translational Sciences (NCATS)
# KB-V1 cytotox – kills drug-selected multidrug resistant KB-V1 cells; AID 1347076; Potency, µM (titrated, usually from 46.1 µM), without a hit: at the top dose activity change, negative = cytotoxicity, usual class: cytotoxic; KB-V1 MDR cells viability, CellTiter-Glo, 72 h; actives 3.4% (n = 400,000); further: potency means the concentration at half of the fitted maximal effect; on the % scale 0 is the no-effect control and ±100 the full control effect; nearly all actives have a fitted effect of over 60% in size
#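 Compound-treated KB-V1 multidrug-resistant cells, 72 h, 37 degrees C; viability by CellTiter-Glo. Fitted qHTS curves give the values.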
# SW480 rerep – DNA re-replication induction in SW480 cells | actives 1.8% (n = 340,000) | SW480 DNA re-replication, Hoechst DNA content imaging, 48 h | Potency, µM (top dose mostly 46.1 µM), inactives show top-dose re-replication activation, most hits filed as activators; further: potency means the concentration at half of the fitted maximal effect; % of control where 0% means no effect; nearly all actives have a fitted effect of over 55% in size
#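 Quantitative HTS format with DMSO vehicle controls; 48 hr drug incubation at 37 C, then 40 min Hoechst staining and scanning imager measurement at 405 nm excitation.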
# DRD3 antagonist – blocks the human D3 dopamine receptor; P35462; D3R cells, DiscoveRx beta-arrestin luminescence, antagonist mode; active compounds read low; max response, negative = inhibition, %; actives 2.5% (n = 360,000); in the data active means max response below about -50%; inconclusive means no clear call, values can overlap the other calls; further: on the % scale 0 is the no-effect control and ±100 the full control effect; mostly tested at two doses, the higher about 12 µM
# Target sequence (P35462 whole entry, looked up): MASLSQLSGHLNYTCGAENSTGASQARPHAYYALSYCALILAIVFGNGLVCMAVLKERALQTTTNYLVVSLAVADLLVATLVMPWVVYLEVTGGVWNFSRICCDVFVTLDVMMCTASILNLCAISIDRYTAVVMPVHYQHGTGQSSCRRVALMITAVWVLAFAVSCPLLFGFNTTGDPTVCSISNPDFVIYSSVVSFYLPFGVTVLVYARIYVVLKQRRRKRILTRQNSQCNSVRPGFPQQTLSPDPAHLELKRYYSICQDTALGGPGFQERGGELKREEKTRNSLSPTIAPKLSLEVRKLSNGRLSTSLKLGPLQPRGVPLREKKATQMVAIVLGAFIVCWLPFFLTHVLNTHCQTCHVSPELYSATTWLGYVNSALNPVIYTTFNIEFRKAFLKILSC
#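 Cells expressing the human receptor were seeded at 1500 cells/well, incubated overnight at 37 degrees C in 5% CO2, then exposed to library compounds with dopamine controls for 90 minutes at 37 degrees C before luminescent detection.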
# HT1080 IDH1KD tx – kills HT-1080 cells with IDH1 knockdown; HT-1080 IDH1 knockdown viability, ATP luminescence, 48 h; Potency, µM (doses to about 46.1 µM), without a hit: at the top dose activity, negative = toxicity, most hits filed as cytotoxic; actives 2% (n = 360,000); AID 686971;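 further: potency means the concentration at half of the fitted maximal effect; 0% = DMSO wells and -100% = cell-free medium wells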
#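 Using the IDH1-knockdown HT-1080 line run in the same batch and compound series as the NT line, viability after 48 h at 37 °C was determined by CellTiter-Glo luminescence and expressed as % activity.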
# IL-1B inflam inh – inhibitors of inflammasome signaling (IL-1 beta secretion); THP-1 LPS/ATP IL-1B secretion, AlphaLISA, 16 h; active compounds read low; activity change, % at 57.5 µM; actives 4.7% (n = 360,000); AID 743279; in the data active means activity change below about -50%; inconclusive means mostly about -30% to -49%; further: on the % scale 0 is the no-effect control and ±100 the full control effect
#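 Secreted IL-1B measured by AlphaLISA bead assay after 16 h compound exposure of THP-1 cells; compounds (final up to 57.5 uM) added 1 h before LPS (250 ng/mL) and ATP (1.25 mM) stimulation; lower signal means less secretion.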
# DRD3 agonist – D3 dopamine receptor (human) agonism; P35462; D3R DiscoveRx beta-arrestin cells, luminescence, 90 min; max activation, %; actives 0.58% (n = 410,000); AID 652048; in the data active means max activation above about 30%; further: 0% is about no effect; mostly tested at two doses, the higher about 12 µM
#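 Agonist-mode cell screen: cells plated at 1500/well and incubated overnight at 37 °C, then exposed to library compounds for 90 min at 37 °C. Detection reagent was added for 30–60 min at room temperature, and luminescence was read.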
# GLP-1R agonist – agonists of human GLP-1 receptor; actives 0.007% (n = 380,000); Potency, µM (highest dose often 45.6 µM), for the others: at the highest dose activation, hits mostly activators; AID 624172; HEK293 GLP-1R CRE-luciferase, luminescence, 4-6 h; cells express a hypersensitive GLP-1R form; P43220; further: potency means the concentration at half of the fitted maximal effect; % of control where 0% means no effect
# Target sequence (P43220 whole entry, looked up): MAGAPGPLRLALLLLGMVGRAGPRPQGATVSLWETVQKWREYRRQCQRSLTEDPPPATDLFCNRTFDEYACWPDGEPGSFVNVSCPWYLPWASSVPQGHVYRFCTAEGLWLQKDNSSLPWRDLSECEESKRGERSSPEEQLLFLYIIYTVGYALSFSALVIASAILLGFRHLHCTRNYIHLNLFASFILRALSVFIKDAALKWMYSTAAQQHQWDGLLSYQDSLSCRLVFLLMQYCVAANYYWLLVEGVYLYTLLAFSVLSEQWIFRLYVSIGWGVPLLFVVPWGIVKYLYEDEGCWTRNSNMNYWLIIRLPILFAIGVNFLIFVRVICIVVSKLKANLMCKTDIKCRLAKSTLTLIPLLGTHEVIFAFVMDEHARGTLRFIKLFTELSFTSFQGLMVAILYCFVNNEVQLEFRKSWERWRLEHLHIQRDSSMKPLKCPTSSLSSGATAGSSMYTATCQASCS
# KB-3-1 cytotox – kills parental KB-3-1 adenocarcinoma cells. KB-3-1 viability, CellTiter-Glo ATP luminescence, 72 h. actives 1.4% (n = 400,000). Potency, µM (top dose mostly 46.1 µM), without a hit: at the highest dose activity change, negative = cytotoxic, actives largely listed as cytotoxic; further: potency means the concentration at half of the fitted maximal effect; on the % scale 0 is the no-effect control and ±100 the full control effect; nearly all actives have a fitted effect of over 60% in size
#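 Cells are dispensed, compounds pinned in, plates held at 37 °C for 72 h, then CellTiter-Glo is added and luminescence read after 10 minutes. Cell line: parental KB-3-1 in phenol-red-free DMEM, 10% FBS.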
# HT1080NT lethal – kills 2HG-producing HT-1080-NT fibrosarcoma cells; HT-1080-NT fibrosarcoma viability, CellTiter-Glo ATP luminescence, 48 h; Potency, µM (doses to about 46.1 µM), for inactives: top-dose activity, negative = less viability, most hits filed as cytotoxic; actives 1.6% (n = 360,000);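 further: NT is the 2HG producing partner of a matched IDH1 knockdown line; potency means the concentration at half of the fitted maximal effect; 0% = DMSO-treated cells and -100% = media-only wells without cells; nearly all actives have a fitted effect of over 55% in size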
#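 Compounds were tested in concentration-response format on HT-1080-NT cells for 48 hours at 37 degrees C. Cell viability came from CellTiter-Glo luminescence; curves were classified by r2, response magnitude and activity.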
# * marks the source's active call; other numbers are inactive results; i = inactive; ? = inconclusive; . = no result given; [ ] = remark or other dose. Unless noted, the call rests on the fitted dose curve; in most records, active means well fitted curve in the direction sought with a large enough effect; inconclusive means small, poorly fitted or top-dose-only effect, or another doubt; inactive means no such curve, though single readings can be large; an effect the other way counts as inactive or inconclusive.
SMILES,KB-V1 cytotox,SW480 rerep,DRD3 antagonist,HT1080 IDH1KD tx,IL-1B inflam inh,DRD3 agonist,GLP-1R agonist,KB-3-1 cytotox,HT1080NT lethal
O=C1c2ccccc2C(O)(c2ccccc2)N1C1CC1 (stereo not given),3.3%,?,19.1,16.3%,9.2,7.5,17.3%,4.9%,12.9%
Cc1ncc(CO)c(/C=N/NC(=O)c2cc3c(s2)CCCC3)c1O,?,-8.4%,-7.1,2.59µM*,90.2,-2.6,-4.4%,?,?
Cc1ccc(C)c(NC(=O)CN(C)C(=O)c2nn(C)c(=O)c3ccccc23)c1,?,0.2%,4.6,2.6%,0.0,7.2,4.7%,13.7%,-5.8%
COc1ccc(/C=C/C(=O)NCC(=O)N/N=C/c2ccc(OC)cc2)cc1,-1.2%,-23.4%,-15.8,-7.8%,-14.3,-12.8,4.5%,-0.1%,-15.4%
O=C(Cc1ccsc1)Nc1cc(F)ccc1F,6.3%,?,0.9,14.2%,15.0,3.7,7.5%,-2.5%,10.2%
COc1ccccc1CN1C(=O)C(=O)N(Cc2cccc(C)c2)C1=O,-15.0%,-1.6%,4.6,5.1%,-1.1,0.7,13.0%,14.9%,4.7%
O=S1(=O)CCOC(CO)CN1Cc1ccc(Cl)c(Cl)c1 (stereo not given),-16.8%,-12.6%,-17.7,0.6%,0.4,4.3,-4.0%,0.1%,2.8%
O=C(Nc1cccc(S(=O)(=O)NCc2ccco2)c1)c1cccc(Cl)c1,3.1%,-2.2%,-7.7,-0.9%,-12.2,-5.1,-6.4%,0.5%,-0.3%
O=C(NCc1ccccn1)c1ccc(OC2CCN(Cc3cccs3)CC2)cc1,9.3%,21.2%,-2.3,4.5%,8.3,-8.5,2.8%,4.5%,10.8%
O=C1c2cccnc2C(Nc2ccccc2Br)N1Cc1ccco1 (stereo not given),5.6%,-6.1%,-16.4,-2.8%,8.0,1.7,4.6%,5.3%,-1.8%
Cc1cc(Br)cn2c(Cc3ccccc3)c(-c3cccc(Cl)c3)nc12,-35.0%,.,-60.1*,-8.2%,37.0,-2.2,8.0%,-3.7%,1.7%
Cc1ccc(NS(=O)(=O)c2cccc3nsnc23)cc1C,-9.5%,-3.4%,-17.7,-8.3%,-14.6,6.3,9.5%,-0.9%,-4.7%
COc1cccc(C(O)C2OC(=O)c3ccccc32)c1OC (stereo not given),5.6%,-11.9%,-3.1,-1.6%,-1.8,6.0,0.7%,-5.4%,19.6%
COc1ccc2nc(Cl)cc(Cl)c2c1,13.3%,-3.2%,2.1,19.1%,-1.5,11.0,9.8%,3.3%,23.7%
COc1ccc(C2CC(=O)Nc3sc(=N)c4c(N)c(C#N)c(N)nc4c32)cc1OC (stereo not given),-11.4%,2.0%,-27.9,-13.7%,19.9,-5.8,?,7.1%,-6.3%
CC1(Oc2cccc(C#N)c2)CCN(Cc2csc3ccccc23)C1 (stereo not given),-14.6%,.,-80.9*,-22.3%,-6.6,-25.1,4.1%,-1.9%,-28.3%
O=C(NNC(=O)c1ccccc1-n1cccc1)c1ccc(Cl)c(Cl)c1,-27.5%,-1.6%,-2.2,-1.9%,-7.1,-1.6,4.6%,?,-5.0%
O=C(NCc1ccco1)/C(=C/C=C/c1ccccc1)NC(=O)c1ccco1,-3.9%,6.0%,4.7,2.2%,0.0,3.1,-0.3%,16.4%,3.1%
O=C(COC(=O)C1CCC(=O)N1)Nc1ccc(Oc2ccccc2)cc1 (stereo not given),3.4%,0.1%,-2.7,-18.9%,-4.5,-0.4,1.1%,0.4%,-16.2%
O=C(Nc1cccc(F)c1)c1ccc(-c2ccccc2Cl)o1,-10.8%,3.3%,-8.1,0.0%,-28.6,-24.0,4.7%,-1.0%,4.5%

# A draw from above in order of length of the SMILES, high to low:
SMILES,KB-V1 cytotox,SW480 rerep,DRD3 antagonist,HT1080 IDH1KD tx,IL-1B inflam inh,DRD3 agonist,GLP-1R agonist,KB-3-1 cytotox,HT1080NT lethal
O=C(NNC(=O)c1ccccc1-n1cccc1)c1ccc(Cl)c(Cl)c1,-27.5%,-1.6%,-2.2,-1.9%,-7.1,-1.6,4.6%,?,-5.0%
CC1(Oc2cccc(C#N)c2)CCN(Cc2csc3ccccc23)C1 (stereo not given),-14.6%,.,-80.9*,-22.3%,-6.6,-25.1,4.1%,-1.9%,-28.3%
O=C(Nc1cccc(F)c1)c1ccc(-c2ccccc2Cl)o1,-10.8%,3.3%,-8.1,0.0%,-28.6,-24.0,4.7%,-1.0%,4.5%

# Carrying on.
SMILES,KB-V1 cytotox,SW480 rerep,DRD3 antagonist,HT1080 IDH1KD tx,IL-1B inflam inh,DRD3 agonist,GLP-1R agonist,KB-3-1 cytotox,HT1080NT lethal
CC1(C(=O)NCc2ccc(F)cc2)Oc2ccccc2NC1=O (stereo not given),-7.2%,0.7%,4.0,-11.0%,-2.7,0.7,0.3%,16.4%,-4.9%
COc1ccc(CCNC(=O)c2c(C)nn(CC(C)C)c2Cl)cc1OC,.,-3.1%,18.1,15.1%,16.2,0.1,17.1%,.,7.3%
S=C(NCCCN1CCOCC1)NN=C1c2ccccc2-c2ccccc21,-4.3%,.,-70.6*,?,-14.0,-17.8,14.4%,-6.6%,-23.5%
COc1ccccc1NS(=O)(=O)c1ccc(NC(=O)c2nc3nc(C)cc(C(F)F)n3n2)cc1,17.1%,-3.8%,-29.7,22.0%,5.4,6.7,-12.1%,19.9%,19.4%
COc1cc(/C=C/c2nc3ccccc3c(=O)[nH]2)cc(Br)c1O,26.0%,-12.9%,2.9,9.8%,0.0,5.0,15.7%,2.0%,20.3%
Cc1ccc(-n2cccc2/C=C2\C(=N)N3N=C(c4ccco4)SC3=NC2=O)cc1,-3.4%,-0.4%,-18.9,10.9%,-5.5,0.4,-3.3%,6.3%,-2.3%
O=c1c2sc3nc(N4CCOCC4)c4c(c3c2nnn1Cc1ccccc1)CCCC4,11.1%,-4.3%,-27.8,-0.6%,-5.2,-18.9,4.6%,-10.7%,-1.8%
CC(O)(c1ccncc1)c1nc(-c2cccc(C(F)(F)F)c2)cs1 (stereo not given),?,.,40.4,-15.4%,2.0,11.1,0.0%,-0.1%,2.0%
Cc1ccc(S(=O)(=O)c2nc(Nc3ccccc3)sc2Cl)cc1,2.4%,6.0%,-3.9,-14.1%,0.0,1.0,14.4%,?,-12.2%
CC12CCC3C(C1)C(C(=O)O2)C(=O)OC3(C)C (stereo not given),6.7%,.,-6.9,0.5%,-2.0,-6.2,-2.8%,26.9%,8.5%
COCCCNc1nc2ccccc2nc1NS(=O)(=O)c1cccc(C)c1,2.3%,-1.0%,-2.5,-0.7%,14.2,-6.9,0.7%,6.1%,1.4%
O=C(SCc1c(O)c2ccccc2oc1=O)c1ccccc1,2.8%,.,0.0,-13.5%,5.3,-14.4,-4.0%,11.7%,-10.6%
CCN(CC)CCNC(=O)C12CC3CC(C)(CC(C)(C3)C1)C2,-15.0%,13.1%,-29.1,-1.4%,-17.3,-26.2,6.1%,-2.0%,-27.1%
COc1ccc(NC(=O)/C(=C/c2cccs2)NC(=O)c2ccco2)cc1,-20.5%,-1.6%,3.7,13.2%,.,6.5,2.1%,8.0%,26.6%
O=C(CSc1ccc2nnc(CCNC(=O)c3ccccc3)n2n1)NCc1ccccc1,-7.4%,-36.1%[inhibitor],1.2,-0.8%,i,0.5,3.4%,-4.2%,-4.9%
CCOCc1c(C(=O)OCC(=O)/C(C#N)=C(\C)N)oc2ccccc12,-26.7%,3.9%,12.2,-20.3%,32.3,4.6,9.1%,1.6%,-11.0%
COc1ccc(NC(=S)N2CCC(N(C)CC3CCCO3)CC2)cc1Cl (stereo not given),?,.,-16.1,4.2%,-2.0,-6.7,-10.3%,11.9%,1.7%
COc1ccc(S(=O)(=O)N2CCN(CC(=O)NCCc3cccs3)CC2)cc1,17.0%,-5.3%,71.0,-3.0%,-2.8,-6.7,-1.3%,-11.9%,-7.3%
COc1cc(Cl)ccc1OCc1cc(C(=O)N2CCCC(OC)C2)no1 (stereo not given),?,0.8%,5.4,21.9%,-6.4,0.2,1.1%,0.0%,21.7%
Nc1nc(N)nc(-c2cccc(Cl)c2)n1,10.3%,-12.7%,-13.2,7.9%,1.2,0.5,1.0%,0.6%,4.7%
COCCN(C(=O)COC(=O)/C=C/c1ccc(Cl)c(Cl)c1)c1c(N)n(Cc2ccccc2)c(=O)[nH]c1=O,1.0%,3.1%,-2.3,-2.4%,-6.9,-14.3,-24.0%,-1.8%,0.0%
Cc1ccc(N(CC(=O)NCc2ccccn2)S(=O)(=O)c2ccccc2)cc1C,?,0.0%,6.1,0.2%,-0.2,3.8,15.4%,17.1%,-0.6%
O=C(/C=C/c1cn(CC(O)CN2CCCCC2)c2ccccc12)c1ccccc1 (stereo not given),-21.1%,20.6µM*,?,16.4µM*,-86.7*,-40.1,2.6%,-24.8%,?
CCOCCCn1c(SCC(=O)Nc2ccccc2OC)nc2ccccc2c1=O,-24.4%,-11.1%,2.6,-4.4%,-0.9,-0.5,30.3%,-4.2%,-1.3%
O=C(COC(=O)c1ccccc1)Nc1cc(S(=O)(=O)N2CCCCCC2)ccc1Cl,-9.1%,-3.5%,4.4,2.4%,24.7,3.1,-1.8%,-20.0%,-20.6%
CC1(C(=O)NCc2ccco2)Cc2c(-c3ccccc3)ccnc2O1 (stereo not given),7.31µM*,.,-58.2*,?,55.9,-7.4,-8.8%,8.2µM*,?
O=S(=O)(c1ccc(-c2ccon2)s1)N1CCN(c2ccncc2)CC1,6.2%,-6.8%,14.2,4.0%,0.9,15.6,2.0%,-5.9%,6.6%
Cc1cccnc1Sc1c([N+](=O)[O-])ncn1C,-6.4%,-6.2%,20.6,?,-11.3,-4.0,-6.3%,1.5%,-0.3%
COc1ccc(CCN2C(=O)CSC2=Nc2ccc(C(C)C)cc2)cc1OC,3.26µM*,9.2µM*,45.9,5.8µM*,.,43.4*,13.7%,3.66µM*,?
